Pf Dd2 growth: Plasmodium falciparum Dd2 growth inhibition; P. falciparum Dd2 growth, SYBR Green, 72 h; Potency, µM (doses to about 28.9 µM), for inactives: at the highest dose activity, negative = inhibition, hits mostly inhibitors; 120,000 compounds, 4.3% hits; AID 1347417; active = well fitted inhibition curve with a large enough effect; inconclusive = small, poorly fitted or top-dose-only effect; inactive = no such curve, though single readings can be large or run the other way;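 also: plate controls were DMSO vehicle for no effect and reference drug for full effect; nearly all actives have a fitted effect of over 65% in size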
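Infected erythrocytes (Dd2, 0.3% parasitemia, 2.5% hematocrit final) are added to compound in RPMI-1640/Albumax II medium, grown 72 h at 37C in low oxygen, then lysed with saponin/Triton-X containing SYBR Green and read by fluorescence.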
* hit, by the source's call; i = inactive; ? = inconclusive; [ ] = dose if it differs, or a comment. Potency is read from the fitted curve at half-maximal effect.

Start of the data: the first three compounds (preview)
SMILES	Pf Dd2 growth
CSCC(=O)N[C@H]1CCN2C(=O)c3ccccc3NC(=O)[C@@H]2C1	26%[44.1 µM]
O=C(NCc1cccnc1)c1ccc(N2CC3CC(C2)[C@H]2CCCC(=O)N2C3)nc1 (stereo not given in full)	-5%
CCN(CC)CCNC(=O)Cn1nc(C)c2c(C)n(-c3ccccc3)nc2c1=O	12%

The whole of this part, from the start:
SMILES	Pf Dd2 growth
CSCC(=O)N[C@H]1CCN2C(=O)c3ccccc3NC(=O)[C@@H]2C1	26%[44.1 µM]
O=C(NCc1cccnc1)c1ccc(N2CC3CC(C2)[C@H]2CCCC(=O)N2C3)nc1 (stereo not given in full)	-5%
CCN(CC)CCNC(=O)Cn1nc(C)c2c(C)n(-c3ccccc3)nc2c1=O	12%
O=C(c1ccsc1)N1CCCC(c2noc(COc3ccccc3)n2)C1 (stereo not given)	-23%
O=C(NCc1ccc2c(c1)OCO2)[C@H]1CN2CCC1C[C@@H]2Cn1cc(CC2CCCCC2)nn1 (stereo not given in full)	?
O=C1NC(=NC2CCCCC2)C2(CCN(Cc3ccsc3)CC2)N1c1cc(F)cc(F)c1	?
COc1ccc(-c2noc([C@@H]3Cc4nc[nH]c4CN3Cc3ccc(C)cc3)n2)cc1	?
Cc1ccc(NC(=O)c2cc(NC(=O)C3CC3)cc3nc(C)ccc23)cc1	-10%
CC(C)C(=O)N1CCC(Oc2cccnc2)C1 (stereo not given)	-23%
O=C(Cc1ccccc1F)N1CCC2(CCCCO2)CC1	9%
O=C(Nc1ccc(C(=O)OCc2cc(=O)n3nc(C4CC4)sc3n2)cc1)c1ccccc1	7%
COCCO[C@H]1C(=O)N(C2CCN(C(=O)c3ccco3)CC2)[C@H]1c1ccncc1	36%[activator]
COc1cc2c(cc1OC)C(CNC(=O)C1CC1)N(C(=O)Nc1ccccc1)CC2 (stereo not given)	?
COc1ccc(CN2CC(Oc3ccc(F)c(C)c3)C2)cc1	?
CC1=C[C@@H](CNCc2cccnc2)[C@H](C(C)C)C[C@H]1Cc1nnc(-c2ccncc2)o1	?
Cc1ccc2oc(C(=O)Nc3cccc(Cl)c3)cc(=O)c2c1	82%[activator]
O=C1CCC2(CCN1Cc1ccccc1)CCN(S(=O)(=O)c1cccs1)CC2	-7%
O=C(Nc1ccc2[nH]ccc2c1)C1=NO[C@@H]2CN(Cc3ccc(F)cc3)C[C@H]12	?
CSCC(=O)N[C@H]1CN(CCCn2nc(C)cc2C)C[C@@H]1C1CC1	-15%
CCOC(=O)c1cccc(NC(=O)CCCn2c(C)c3cnn(-c4ccccc4)c(=O)c3c2C)c1	-25%

Some of the entries so far, with bars between the fields.
Molecule | Pf Dd2 growth
O=C(Nc1ccc(C(=O)OCc2cc(=O)n3nc(C4CC4)sc3n2)cc1)c1ccccc1 | 7%
O=C(NCc1ccc2c(c1)OCO2)[C@H]1CN2CCC1C[C@@H]2Cn1cc(CC2CCCCC2)nn1 (stereo not given in full) | ?
O=C(c1ccsc1)N1CCCC(c2noc(COc3ccccc3)n2)C1 (stereo not given) | -23%
Cc1ccc(NC(=O)c2cc(NC(=O)C3CC3)cc3nc(C)ccc23)cc1 | -10%
O=C(Cc1ccccc1F)N1CCC2(CCCCO2)CC1 | 9%

Next entries follow:
SMILES	Pf Dd2 growth
CCOCCCNC(=O)NC(CCC(C)C)c1c(-n2cccc2)sc2c1CCN(C)C2 (stereo not given)	-13%
CC(C)CCNC(=O)c1ccc(CN2C(=O)NC3(CCOCC3)C2=O)cc1	44%[activator]
CCC(=O)N1CCC2(CC1)CC(C(=O)N1CCOCC1)N(C)C2 (stereo not given)	-12%
Cc1ccc(Nc2nc3c(S(=O)(=O)c4ccccc4)nnn3c3ccsc23)c(C)c1	18%
COCCN1CCCCCC(O)c2cc(C(=O)NCc3ccc(F)cc3)ccc21 (stereo not given)	?
CNC(=O)[C@@H]1C[C@@H](n2cc(CNC(=O)Nc3cc(F)ccc3F)nn2)CN1	-3%
CCOc1ccccc1C(=O)N1CCc2nn(Cc3ccccc3)c(=O)n2CC1	-5%
COc1cc(C2c3c(-c4ccccc4O)n[nH]c3C(=O)N2Cc2ccncc2)ccc1O (stereo not given)	-5%
Cc1ccccc1-c1nc(CN2CCCC(C(=O)NCc3ccc(Cl)cc3)C2)c(C)o1 (stereo not given)	5%
N#Cc1ccc(CN2CCn3c(nnc3-c3ccccc3)C2)cc1	?
CCCCc1cc(=O)oc2cc(C)c3c(C)coc3c12	-5%
COc1cccc(C(=O)N2CC(F)(F)C[C@H]2c2nc(C)no2)c1OC	i
CCCN(CC1CCOC1)S(=O)(=O)c1ccc(Cl)cc1C (stereo not given)	20%[5.79 µM]
Cc1ccc(C)c(N2CCN(C(=O)CCS(=O)(=O)c3ccc4c(c3)CC(=O)N4C)CC2)c1	?
COc1cc(C(CC(=O)NCCC(C)C)N2Cc3ccccc3C2=O)cc(OC)c1OC (stereo not given)	-12%
COc1ccc(-c2cc3nc4c(c(=O)n3[nH]2)CN(C(=O)c2ccc(Cc3c(C)noc3C)o2)CC4)cc1	?
O=C(Cn1c(=O)c2cccn2c2cccnc21)NCc1ccccc1F	?
O=C(NCc1ccc2c(c1)OCO2)c1cnc2c(c1)N(Cc1ccccc1)CCC2	23%[44.1 µM]
COCCN1CCCCCC(O)c2cc(C(=O)NCc3cc(F)cc(F)c3)ccc21 (stereo not given)	13µM*
CC(C)C1CN(C(=O)CN(C)C2CCNCC2)CCC(=O)N1CC1CC1 (stereo not given)	3%
Cc1ccc(CNC(=O)CCC[C@@H]2[C@H]3CCCN4CCC[C@@H](CN2Cc2ccccc2)[C@@H]34)o1	3.5µM*
COCCN1C(=O)[C@@H]2C[C@@H](CN2Cc2nccn2C)Oc2ccccc21	?
CCCS(=O)(=O)N1CCC(Nc2nccnc2OCC)CC1	i[5.79 µM]
Cn1cc([C@@H](NC(=O)CCc2ccc(=O)[nH]n2)C2CC(O)C2)cn1 (stereo not given in full)	-6%
COc1cc(Cl)c(C)cc1Nc1nc2ccccc2nc1NS(=O)(=O)c1ccccc1	25%
COc1cccc(C(=O)N[C@H]2[C@H](O)[C@H](O)C[C@@H]2c2ccc(N3CCOCC3)nc2)c1	i
CNC(=O)c1noc([C@@H]2CC(F)(F)CN2C(=O)CC2=CCCCC2)n1	14%
O=C(Cc1ccc2c(c1)OCO2)N[C@H]1[C@@H]2CCO[C@@H]2[C@@H]1C1CCCC1	-7%
CS(=O)(=O)N1CCCC(C(=O)NCCCN2CCCc3ccccc32)CCNC(=O)CC1 (stereo not given)	-14%
O=C(c1ccco1)N1CCN(C(=O)c2nnn3c2COC(c2ccc(Cl)cc2)C3)CC1 (stereo not given)	?
CC1CCN(Cc2c(O)ccc3c(=O)c(Oc4ccccc4Cl)c(C(F)(F)F)oc23)CC1	0.63µM*
CCCCNC(=O)Cn1c(=O)cc(C)c2c(C)nn(-c3ccc(CC)cc3)c21	21%
COc1ccc(NCc2cc3cc4c(cc3n(CC(=O)Nc3ccc(C)cc3)c2=O)OCO4)cc1	-5%
Cc1ncsc1C(=O)N1CCCC(CCc2ccc(F)cc2F)C1 (stereo not given)	-5%
COc1ccccc1N1CCN(C(=O)c2cn(C)c3ccc(S(=O)(=O)N4CCOCC4)cc3c2=O)CC1	i
Cc1nn2c(c1-c1ccccc1[S+](C)(=O)[O-])N(C(=O)Cc1ccccc1)CCC2	i
COc1cc(CN(C(=O)c2ccc(Cl)cc2)C2CCS(=O)(=O)C2)cc(OC)c1OC (stereo not given)	i
O=C(Cn1c(=O)oc2ccccc21)N1CCCC(Cc2noc(-c3ccccc3)n2)C1 (stereo not given)	i
CS(=O)(=O)N1CCC(F)(c2nc(-c3ccccc3)no2)CC1	13%
Cc1nn(C(=O)CCCC(=O)N2CCC(Cc3nc(C4CCOCC4)no3)CC2)c2ccccc12	?
COc1ccc(S(N)(=O)=O)cc1C(=O)N1CCc2c(nc[nH]c2=O)C1	-4%
Cc1c(Cl)cccc1N1CC(c2nc3ccccc3n2Cc2ccccc2F)CC1=O (stereo not given)	?
O=C(C1=NO[C@@H]2CN(c3ccc(OC(F)(F)F)cc3)C[C@H]12)N1CCOCC1	?
CCN1C(=O)C2(CCN(S(=O)(=O)c3cn(C)cn3)CC2)c2ccccc21	-21%
O=C(NCCCO)c1ccc2c(c1)C1(CCN(CC3CC3)C1)CN2Cc1ccccc1 (stereo not given)	i
Cc1ccc(C)c(CN2C(=O)c3ccccc3S(=O)(=O)c3ccc(C(=O)N4CCN(c5ccccc5F)CC4)cc32)c1	?
COc1cc(NC(=O)CNS(=O)(=O)c2cccs2)cc(OC)c1OC	16%
O=C(NCC1Cn2cccc2CN1Cc1ccccc1)c1ccc2cc[nH]c2c1 (stereo not given)	?
CCOc1ccc(C2Cn3nnc(-c4nc(-c5ccccc5Br)no4)c3CO2)cc1 (stereo not given)	i
O=c1cc(-c2ccncc2)oc2c(-c3ccccc3F)nccc12	?
Cc1ccnc(NS(=O)(=O)c2cc(-c3cc(C)no3)ccc2C)c1	i
Cc1noc(-c2cn(C3CCN(C(=O)c4ccc(F)c(F)c4)CC3)nn2)n1	-7%
Cc1ccc(-c2cc3c(=O)n(CCNC(=O)c4ccc(Cl)cc4)ccn3n2)cc1C	-14%
COc1ccc(CNC(=O)c2cc3c(n2C)CCN(Cc2ccc(F)cc2)C3)cc1	-26%
Cc1ccccc1C(=O)N1CCN(c2cc(-c3cccs3)[nH]n2)CC1	i
COc1ccc(C(=O)NCCn2cc(SCc3cc(C)ccc3C)c3ccccc32)cc1	-18%
NC(=O)NCc1cn(C2CCN(C(=O)C3CCCCCC3)CC2)nn1	-1%
CCCc1noc(-c2ccn3c(CNC(=O)c4cccc(N(C)C)c4)nnc3c2)n1	?
Cc1ccc(S(=O)Cc2ccc(C(=O)NC3CCCCCC3)o2)cc1 (stereo not given)	-9%
COc1cc(CNC(=O)[C@H]2CCC[C@H]2NC(=O)c2cnc(C)cn2)cc(OC)c1	-6%

2 compounds drawn at random from those above:
SMILES	Pf Dd2 growth
COc1ccc(C(=O)NCCn2cc(SCc3cc(C)ccc3C)c3ccccc32)cc1	-18%
Cc1noc(-c2cn(C3CCN(C(=O)c4ccc(F)c(F)c4)CC3)nn2)n1	-7%

(listing goes on)
SMILES	Pf Dd2 growth
CC1=NS(=O)(=O)N(Cc2ccc(C)cc2)C=C1C(=O)O	-8%
CCOc1ccc(Nc2oc(-c3ccc(COc4ccc(C)cc4)o3)nc2C#N)cc1	-10%
CCOc1ccccc1NC(=O)Cn1cc(C(=O)c2cccc(OC)c2)c(=O)c2ccc(C)nc21	-17%
CCS(=O)(=O)N1CCCC(C(=O)Nc2ccccc2Oc2cccnc2)C1 (stereo not given)	-14%
Cc1ccc(Nc2nc(C)c(NC(=O)c3ccc(C)cc3)c(Nc3ccc(C)cc3)n2)cc1	8.9µM*
Cc1cc(C(=O)N2C[C@@H](COCC3CC3)[C@H](c3ccccn3)C2)n[nH]1	i
Clc1ccccc1C1Cn2nnc(-c3noc(-c4cc(C5CC5)[nH]n4)n3)c2CO1 (stereo not given)	?
COC(=O)c1cnc2c(c1)n(CCCn1cnnn1)c(=O)n2C1CCCCC1	13%
CCCNC(=O)c1ccc(-c2nc(CS(=O)(=O)c3ccc(C)cc3)c(C)o2)cc1	23%
CCOc1ccccc1NC(=O)c1ccc(F)c(S(=O)(=O)N2CCN(c3ccc(F)cc3)CC2)c1	?
COc1cc2c(cc1OC)C(CNC(=O)c1cccs1)N(C(=O)Nc1cccc(F)c1)CC2 (stereo not given)	?
COc1ccc(N2CCN(C3CCCN(C/C=C/c4ccccc4OC)C3)CC2)cc1 (stereo not given)	?
Cc1ccc(-n2cccn2)c(CN2CCCC(CCC(=O)Nc3ccccc3F)C2)c1 (stereo not given)	?
CCn1ncc(C(=O)N[C@@H]2CN(Cc3ccccc3)C[C@H]2CN(C)C)c1C	-27%
COc1ccccc1CNC(=O)CCS(=O)(=O)c1ccc2c(c1)oc(=O)n2C	8%
Cc1ccc(Cl)cc1-n1ncc2c(NC3CCCCC3)ncnc21	23%
COc1ccc(C)cc1C(C(=O)O)N1CCN(Cc2csc(C)n2)CC1 (stereo not given)	12%
COc1ccc(C)cc1NC(=O)c1nnn(CC(=O)Nc2c(C)cccc2C)c1N	56%[activator]
Cc1ccc(C2CC(=O)Nc3cc4c(cc32)OCCO4)cc1 (stereo not given)	14%
COc1ccccc1-c1nc(C(=O)NCCc2ccc(Cl)cc2)n2ccccc12	?
O=C(NC1CCCN(c2cc(-c3ccc(F)cc3)[nH]n2)C1)c1cccs1 (stereo not given)	-22%
COC[C@@H]1CN(C(=O)CCc2ccccc2OC)C[C@H]1c1ccncc1	-22%
CCOc1ccc(NC(=O)Cn2c(=O)n(CC(=O)NCCc3ccccc3)c(=O)c3sccc32)cc1	-4%
O=C(C1CCCC1)N1CCC(N2C(=O)C(OCC3CC3)C23CCCCC3)CC1 (stereo not given)	i
CCc1nc(-c2c3n(c(=O)n(CCc4ccc(OC)cc4)c2=O)CCCC3)no1	i
Cc1ccc(NC(=O)Nc2ccccc2OCc2cc(=O)n3ccccc3n2)c(Cl)c1	i
COc1ccc(-c2cc3nc4c(c(=O)n3[nH]2)CN(C(=O)c2n[nH]c3c2CCCCCC3)CC4)cc1	?
Cc1ccc(CN2C[C@@H](CO)[C@H](NC(=O)c3ccccc3)C2)nc1	-20%
CCOC(=O)N1CCc2c(sc3c2c(=O)n(CCc2ccccc2)c(=O)n3CC(=O)Nc2ccc(C)cc2)C1	23%
COc1ccc2nc(N(Cc3cccnc3)C(=O)COc3ccccc3)sc2c1	16%

Some of the entries so far, as a markdown table.
| Molecule | Pf Dd2 growth |
| --- | --- |
| CCc1nc(-c2c3n(c(=O)n(CCc4ccc(OC)cc4)c2=O)CCCC3)no1 | i |
| Cc1ccc(NC(=O)Nc2ccccc2OCc2cc(=O)n3ccccc3n2)c(Cl)c1 | i |
| COc1ccc(-c2cc3nc4c(c(=O)n3[nH]2)CN(C(=O)c2n[nH]c3c2CCCCCC3)CC4)cc1 | ? |

Bioassay records from PubChem BioAssay.

A portion of the library (hit frequency here may not be typical).
